CXXC DNA block: blocks binding of human MLL CXXC domain to DNA; Potency, µM (series often up to 115 µM), inactives show top-dose activity change, negative = inhibition, actives largely listed as inhibitors; AID 2662; MLL-CXXC / FITC-HOXA9 DNA fluorescence polarization; actives 0.037% (n = 290,000); Q03164; active = well fitted inhibition curve with a large enough effect in the polarisation, with a control signal flat, not every such curve was filed as active; inconclusive = small, poorly fitted or top-dose-only effect, or effect the other way, or a change in a side signal; inactive = no such curve, though single readings can be large or run the other way; the % refers to the polarisation; note: potency is the fitted concentration of half-maximal effect
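Purified MLL-CXXC (added from a 7 uM solution) was preincubated 5 min at ambient with pinned compounds in 50 mM Tris-HCl pH 7.5, 50 mM NaCl, 1 mM DTT, 0.05% BSA. Fluorescein-labeled HOX-A9 DNA (50 nM solution) followed, 30 min, then polarization read.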
GALK inh: blocks human galactokinase activity. Purified GALK, Kinase-Glo residual ATP luminescence. AID 1868. Potency, µM (titrated, usually from 57.5 µM), for inactives: at the top dose activity change, negative = inhibition, most hits filed as inhibitors. P51570. actives 0.007% (n = 270,000); note: potency is the fitted concentration of half-maximal effect; % is set by controls: 0 for no effect and ±100 for the full control effect
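Human GALK (5 nM) with 35 uM ATP and 100 uM galactose in 20 mM HEPES pH 8.0, 5 mM MgCl2, 60 mM NaCl, 1 mM DTT, 0.01% BSA. After 1 h at room temperature, leftover ATP was read by Kinase-Glo Plus luminescence.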
TRPV1 agonist: human TRPV1 agonism. Q8NER1. TRPV1-expressing cells, Fluo-8 calcium influx, agonist mode. activation, % at 8.33 µM. actives 0.19% (n = 320,000); in the data active = activation above about 80%; inconclusive = between about 30% and that limit; note: 0% is about no effect
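Cells expressing TRPV1 were dye-loaded with Fluo-8 and read kinetically: 10 s baseline, 3 min after compound (agonist portion), then 2 min after EC20 capsaicin (allosteric enhancer portion). Calcium-bound dye fluorescence at 480/520 nm.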
Menin-MLL TR inh: displaces Texas Red mutant MLL peptide from human menin; actives 0.23% (n = 270,000); Menin + Texas Red MLL mutant peptide, fluorescence polarization; AID 1768; Potency, µM (doses to about 61.6 µM), without a hit: top-dose FP activity change, negative = inhibition, usual class: inhibitors; active = well fitted inhibition curve with a large enough effect in the polarisation, with a control signal flat, not every such curve was filed as active; inconclusive = small, poorly fitted or top-dose-only effect, or effect the other way, or a change in a side signal; inactive = no such curve, though single readings can be large or run the other way; the % refers to the polarisation; note: potency is the fitted concentration of half-maximal effect; % of control where 0% means no effect; many of its hits are not listed in these tables
USP2a block: blocks human ubiquitin-specific protease USP2a. Potency, µM (doses to about 38.3 µM), without a hit: top-dose activity change, negative = inhibition, hits mostly inhibitors. USP2 core, Ub-CHOP2 coupled fluorogenic reporter, 485/531. O75604. actives 0.01% (n = 330,000);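 note: potency is the fitted concentration of half-maximal effect; plate controls were DMSO wells for no effect and full inhibition by NEM control for full effect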
Target sequence (O75604 whole entry, looked up): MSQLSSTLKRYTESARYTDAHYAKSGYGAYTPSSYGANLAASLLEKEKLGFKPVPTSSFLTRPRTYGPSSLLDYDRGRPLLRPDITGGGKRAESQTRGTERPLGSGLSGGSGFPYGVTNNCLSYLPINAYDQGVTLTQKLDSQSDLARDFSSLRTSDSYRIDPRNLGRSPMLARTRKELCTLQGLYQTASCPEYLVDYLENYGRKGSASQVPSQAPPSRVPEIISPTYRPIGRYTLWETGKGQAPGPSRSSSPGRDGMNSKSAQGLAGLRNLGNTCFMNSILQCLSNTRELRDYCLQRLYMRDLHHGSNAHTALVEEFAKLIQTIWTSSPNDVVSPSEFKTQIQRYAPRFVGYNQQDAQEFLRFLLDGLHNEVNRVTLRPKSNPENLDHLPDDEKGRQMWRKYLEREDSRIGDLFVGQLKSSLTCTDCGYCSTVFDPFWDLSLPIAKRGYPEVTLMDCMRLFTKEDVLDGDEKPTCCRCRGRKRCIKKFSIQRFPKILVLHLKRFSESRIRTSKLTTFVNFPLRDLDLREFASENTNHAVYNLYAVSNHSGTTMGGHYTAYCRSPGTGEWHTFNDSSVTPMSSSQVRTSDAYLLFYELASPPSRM
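USP2 core (10nM final) preincubated 30min RT with compound in 20mM Tris-HCl pH 8.0, 2mM CaCl2, 2mM beta-mercaptoethanol, 0.05% CHAPS; 25nM Ub-CHOP2 plus 25nM reporter substrate added, fluorescence (Ex485/Em531) read after 60min.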
KCNH2 WT inh: KCNH2 (human, wildtype) channel inhibition; Q12809; U2OS, BacMam KCNH2, thallium flux FluxOr; active compounds read low; activity change, % at 1.84 µM; actives 0.37% (n = 340,000); AID 720551;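 active = maximum activity change below -70%; inconclusive = maximum activity change between -70% and -50%; inactive = maximum activity change above -50%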; note: % is set by controls: 0 for no effect and ±100 for the full control effect
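U2OS cells were transduced with wild-type KCNH2 virus (2.03 x 10^8 / mL) for 4 h at room temperature, then cultured overnight at 37 C. Thallium flux was read with FluxOr dye. Rate constants were normalized to DMSO controls.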
PKM2 act: increases activity of human pyruvate kinase M2 | purified PKM2, Kinase-Glo ATP luminescence, activation; response scale: 0% is enzyme alone, no compound | actives 0.34% (n = 260,000) | Potency, µM (titrated, usually from 57.5 µM), for the others: top-dose activation, actives largely listed as activators | P14618; note: potency is the fitted concentration of half-maximal effect; % is set by controls: 0 for no effect and ±100 for the full control effect; nearly all actives have a fitted effect of over 55% in size
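Kinase-Glo luminescence reports ATP generated from ADP (0.1 mM) and PEP (0.5 mM) by purified hPK-M2 after 1 h at room temperature, pH 7.2 imidazole buffer; intermediate enzyme activity allows detecting inhibitors and activators.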
Giardia killer: Giardia lamblia killing | Giardia lamblia trophozoite viability | actives 0.15% (n = 340,000) | activity change, % at 7.66 µM, hits read low; in the data active = activity change below about -80%; inconclusive = between about -30% and that limit;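 note: parasites exposed to compound for two days anaerobically before the ATP read; % is set by controls: 0 for no effect and ±100 for the full control effect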
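Media and compound were dispensed first, then trophozoites at 100 cells/well; plates sat 48 hrs at 37 deg C without oxygen before ATP luminescence reagent was added and read after 15-30 min at room temperature.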
Coupling enz: inhibits coupling enzyme system, counter-screen for aldolase hits. AID 2472. actives 0.67% (n = 290,000). coupling enzyme system counterscreen, AmpLite Red fluorescence. activity change, negative = inhibition, % at 58.2 µM, hits read low; in the data active = activity change below about -30%; note: % is set by controls: 0 for no effect and ±100 for the full control effect
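Counterscreen lacking aldolase: glyceraldehyde-3-phosphate coupling-enzyme reagent preincubated 10 min at RT with compound (at 57.5 uM final), then substrate/coupling system with AmpLite Red added; fluorescence read at 525/598 nm after 20 min RT.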
KCNH2 3.1 block: blocks the human KCNH2 3.1 channel isoform; U2OS KCNH2 3.1, thallium flux FluxOr; active compounds read low; activity change, % (tested at about 1.8 µM); actives 0.95% (n = 340,000); AID 720553;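 active = maximum activity change below -70%; inconclusive = maximum activity change from -70% to -50%; inactive = maximum activity change above -50%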;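 note: thallium influx rate constant from kinetic fluorescence after stimulation buffer; % is set by controls: 0 for no effect and ±100 for the full control effect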
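U2OS cells transduced with KCNH2 3.1 mutant virus (1.77 x 10^8 /mL, 4 h), plated overnight at 37 C, loaded 45 min with FluxOr dye plus Red40 quencher. Thallium flux rate constant from kinetic reads after stimulation buffer, normalised to controls.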
B2AR arrestin: recruits beta-arrestin to the human beta2-adrenergic receptor; beta-arrestin recruitment to beta2AR, cell-based reporter; Potency, µM (top dose mostly 46.1 µM), without a hit: at the top dose activation, usual class: activators; actives 0.02% (n = 330,000);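 note: potency is the fitted concentration of half-maximal effect; 0% = DMSO controls and full agonism = EC100 isoproterenol or metaproterenol; nearly all actives have a fitted effect of over 65% in size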
Target sequence (P07550 whole entry, looked up): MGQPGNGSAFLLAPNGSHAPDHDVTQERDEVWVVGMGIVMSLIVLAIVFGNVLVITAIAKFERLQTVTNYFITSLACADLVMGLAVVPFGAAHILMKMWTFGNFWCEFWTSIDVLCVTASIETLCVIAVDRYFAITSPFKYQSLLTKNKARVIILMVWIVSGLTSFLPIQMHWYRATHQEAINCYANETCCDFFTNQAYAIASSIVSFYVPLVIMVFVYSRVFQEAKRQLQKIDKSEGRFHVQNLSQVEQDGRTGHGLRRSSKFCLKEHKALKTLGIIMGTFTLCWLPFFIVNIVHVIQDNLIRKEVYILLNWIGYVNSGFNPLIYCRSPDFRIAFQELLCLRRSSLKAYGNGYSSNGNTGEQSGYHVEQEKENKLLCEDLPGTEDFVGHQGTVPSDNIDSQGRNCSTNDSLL
An asterisk follows results filed as active; i = inactive; ? = inconclusive; / = not tested or not shown; [ ] = dose if it differs, or a comment. Unless noted, calls come from the whole dose curve; as a rule, active = well fitted curve in the direction sought with a large enough effect; inconclusive = small, poorly fitted or top-dose-only effect, or another doubt; inactive = no such curve, though single readings can be large; an effect the other way counts as inactive or inconclusive. This is a subset, so the mix of outcomes need not match the whole.

SMILES	CXXC DNA block	GALK inh	TRPV1 agonist	Menin-MLL TR inh	USP2a block	KCNH2 WT inh	PKM2 act	Giardia killer	Coupling enz	KCNH2 3.1 block	B2AR arrestin
CCOc1ccccc1NC1c2ccccc2C(=O)N1c1cccnc1 (stereo not given)	-4%	5%	-8	-2%	-1%	6	4%	-4	6	2	-0.5%
N#Cc1c(C(F)(F)F)cc(=O)n2c1[nH]c1ccccc12	-20%	2%	5	?	-1%	-15	-5%	8	21	-1	0.0%
CCn1c(C)nc([N+](=O)[O-])c1Sc1ccc(F)cc1	6%	1%	-3	2%	2%	-15	-1%	-17	-1	12	0.0%
Cc1nnc2sc(SCC(=O)Nc3cccc(Cl)c3)nn2c1=O	-5%	-2%	-2	0%	0%	3	10%	7	-2	29	-0.2%
CCOc1ccc(S(=O)(=O)NC(C)C(=O)NCc2cccnc2)cc1 (stereo not given)	1%	-3%	0	3%	1%	-1	/	-13	1	28	0.1%
COC(=O)C1(CCSC)NC(c2ccc(OC)cc2OC)C2C(=O)N(c3cccc(C(C)=O)c3)C(=O)C21 (stereo not given)	-3%	-4%	-1	3%	2%	8	1%[11.5 µM]	-6	4	6	-0.7%
Cc1cc(CN(C)C(=O)c2cc(COc3ccc(C)c(C)c3)on2)on1	6%	-1%	?	/	0%	-25	-14%	-3	/	-19	0.5%
CC(NC(=O)c1ccncc1)C(c1cccs1)N1CCOCC1 (stereo not given)	-4%	0%	-4	-9%	-3%	-12	1%	-13	2	-2	0.3%
O=c1[nH]c(C2CCN(S(=O)(=O)c3ccccc3F)CC2)nc2c1nnn2Cc1ccc2c(c1)OCCO2	-4%	0%	2	/	1%	-2	/	36[activator]	/	20	0.4%
Cc1c(NS(=O)(=O)c2ccc(C(=O)NCc3ccc(F)cc3)cc2)c(=O)n(-c2ccccc2)n1C	/	/	-2	/	-1%	-9	/	4	/	1	-0.7%
CCOc1ccc(/C=N/NC(=S)NC2CC3CCC2C3)cc1 (stereo not given)	-3%	1%	15	/	-1%	7	4%	9	3	0	?
CCOC(=O)N1CCC(NC(=O)CN2C(=O)CSc3nc(C)cc(C)c32)CC1	-1%	1%	-2	0%	5%	/	3%	/	3	/	-0.5%
CCCCN(CC)Cc1c(O)ccc2c(-c3ccccc3)cc(=O)oc12	2%	/	6	/	-2%	4	8%	-8	-5	-2	0.5%
Clc1cccc(N/N=C/c2ccncc2)c1	1%	2%	0	-1%	2%	-1	-1%	12	0	-10	-0.1%
O=[N+]([O-])c1ccc2oc(C(O)c3cccc(Cl)c3)cc2c1 (stereo not given)	-6%	2%	-3	?	5%	-6	/	-30	0	0	0.4%
COc1ccc(C(C)C)cc1S(=O)(=O)NCc1ccccn1	-6%	-2%	0	3%	1%	7	-2%	2	-1	-3	-0.2%
CC1(c2ccccc2)CC(c2ccccc2)=Nc2ccccc2N1 (stereo not given)	-11%	2%	8	/	1%	1	-3%	-2	-8	-6	-0.9%
COc1ccc(C(=O)c2cnc(C(C)C)n2C)cc1	-4%	-1%	2	7%	0%	-7	5%	1	1	12	0.0%
NC(=O)c1ccc(SCC(=O)OCC(=O)NCC2CCCCC2)c([N+](=O)[O-])c1	/	/	7	/	0%	-3	/	?	/	-38	-0.1%
Cc1cccc(C(=O)Nc2cccc3c2CCCC3)c1	0%	3%	29	-15%	0%	-11	-1%	13	0	5	-0.4%
COCCCN(C(=O)C1CCC1)c1c(N)n(Cc2ccccc2)c(=O)[nH]c1=O	/	/	2	/	2%	0	/	-17	/	4	0.1%
CC(=O)Nc1cccc(-n2nnc(SCC(=O)N(C)c3ccccc3)n2)c1	-2%	-2%	4	/	-2%	6	3%	12	3	8	-0.3%
Cc1cc(NC(=O)CSc2nnc(-c3cccc(Cl)c3)o2)no1	21%	-3%	-1	/	6%	-3	11%	-26	/	-8	-0.8%
Cc1cccc(N/N=C(\C#N)S(=O)(=O)C(C)(C)C)c1	-1%	5%	4	9%	0%	-4	-9%	-11	7	26	-0.2%
CCCCc1nc2ccccc2c(NC(=O)CN2CCCC2)c1CCC	2%	-4%	-1	2%	3%	7	3%	-6	-5	10	-0.5%

Next section; it opens with the 6 that closed the last part.
SMILES	CXXC DNA block	GALK inh	TRPV1 agonist	Menin-MLL TR inh	USP2a block	KCNH2 WT inh	PKM2 act	Giardia killer	Coupling enz	KCNH2 3.1 block	B2AR arrestin
Cc1cccc(C(=O)Nc2cccc3c2CCCC3)c1	0%	3%	29	-15%	0%	-11	-1%	13	0	5	-0.4%
COCCCN(C(=O)C1CCC1)c1c(N)n(Cc2ccccc2)c(=O)[nH]c1=O	/	/	2	/	2%	0	/	-17	/	4	0.1%
CC(=O)Nc1cccc(-n2nnc(SCC(=O)N(C)c3ccccc3)n2)c1	-2%	-2%	4	/	-2%	6	3%	12	3	8	-0.3%
Cc1cc(NC(=O)CSc2nnc(-c3cccc(Cl)c3)o2)no1	21%	-3%	-1	/	6%	-3	11%	-26	/	-8	-0.8%
Cc1cccc(N/N=C(\C#N)S(=O)(=O)C(C)(C)C)c1	-1%	5%	4	9%	0%	-4	-9%	-11	7	26	-0.2%
CCCCc1nc2ccccc2c(NC(=O)CN2CCCC2)c1CCC	2%	-4%	-1	2%	3%	7	3%	-6	-5	10	-0.5%
Cc1nnc(N/N=C\c2ccc(-c3ccccc3[N+](=O)[O-])o2)n1N	21%	1%	3	-21%	-10%	2	-14%	2	-65*	9	0.3%
CCN1C(=O)[C@@H]2[C@@H](c3ccc(-c4ccc(OC)cc4)c(OC)c3)N3CCC[C@@]3(C(=O)OC)[C@@H]2C1=O	/	/	-5	/	0%	-9	/	-5	/	-4	0.6%
CCOC(=O)CC1COc2ccccc2N1C(=O)c1ccc(C)cc1 (stereo not given)	10%	-4%	?	-13%	-3%	-2	1%	0	1	-7	-0.2%
CC1CCc2c(C(=O)NCC3CCCO3)csc2C1 (stereo not given)	-3%	0%	1	-13%	-5%	9	1%	-10	-7	-9	-0.1%
CCc1ccc2c(c1)C1(SC(NC(C)=O)=NN1C(C)=O)C(=O)N2CC (stereo not given)	7%	-3%	-3	5%	-1%	-11	-8%	10	6	5	0.0%
CNC(=O)c1sccc1SCc1c(Cl)cccc1Cl	-2%	2%	4	-1%	9%	-4	-1%	7	0	0	0.4%
O=C(Nc1ccccc1)OCCCc1ccccc1	-3%	1%	?	5%	2%	-11	3%	-6	-2	-9	-0.2%
COc1ccc(-c2cc(C(=O)NNC(=O)c3csc(N4CCOCC4)n3)c3ccccc3n2)cc1	/	/	0	/	3%	3	/	1	/	-1	-0.3%
Cc1nn(C(C)C(=O)O)c2ccccc12 (stereo not given)	7%	2%	-1	14%	9%	8	5%	-6	5	4	0.5%
COc1cc(C)c(NC(=O)COc2cccc3c2OC(C)(C)C3)cc1OC	/	/	17	/	-3%	-27	/	-16	/	-1	0.3%
CC(=O)N1CCC(=NNc2nc3ccccc3[nH]2)CC1	17%	5%	4	6%	1%	10	-2%	-19	0	6	-0.2%
COc1ccc(NC(=O)c2[nH]c(C)c(C(C)=O)c2C)cc1	10%	7%	13	0%	4%	3	?	45[activator]	0	8	-1.8%
NC(=NC(=O)c1ccccc1)N1CCOCC1	17%	2%	-4	4%	-1%	4	1%	-11	3	-6	-2.6%
CCN(CC)C(=O)[C@H]1C[C@H](CC(=O)NCc2cccc(C(F)(F)F)c2)C(=O)N2CCc3c([nH]c4ccc(Cl)cc34)[C@]12C	/	/	/	/	-14%	-10	/	-27	/	-5	-0.8%
CCOP(=O)(OCC)C(NC(=O)Nc1cccc(Cl)c1)c1ccccc1 (stereo not given)	0%	/	1	5%	1%	i	6%	-5	0	-1	3.4%
CCC(c1nnnn1CC1CCCO1)N(CCCO)Cc1cc2cccc(C)c2[nH]c1=O (stereo not given)	-7%	0%	0	-7%	0%	9	1%	12	1	3	0.2%

Screening results: PubChem BioAssay, National Center for Advancing Translational Sciences (NCATS)
